SW480 rerep: A quantitative high throughput screen for small molecules that induce DNA re-replication in SW480 colon adenocarcinoma cells. actives 1.8% (n = 340,000). SW480 DNA re-replication, Hoechst DNA content imaging, 48 h. Potency, µM (doses to about 46.1 µM), inactives show at the top dose re-replication activation, usual class: activators. AID 624297, 2012; also: potency is read from the fitted curve at half-maximal effect; % of control where 0% means no effect; nearly all actives have a fitted effect of over 55% in size
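Image-based read-out: total Hoechst fluorescence of nuclei (405 nm excitation, 500-530 nm emission), with hits raising the fraction of high-intensity nuclei. SW480 colon cells incubated 48 hr with compounds at 37 C.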
KB-3-1 tox: qHTS assay for MDR1-selective chemotherapeutics: Primary screen using the parental adenocarcinoma cell KB-3-1; KB-3-1 viability, CellTiter-Glo ATP luminescence, 72 h; Potency, µM (top dose mostly 46.1 µM), inactives show top-dose activity change, negative = cytotoxic, usual class: cytotoxic; actives 1.4% (n = 400,000); AID 1347075, 2019; also: potency is read from the fitted curve at half-maximal effect; % is scaled to controls: 0 for no effect and ±100 for the full control effect; nearly all actives have a fitted effect of over 60% in size
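Viability of parental KB-3-1 cells, measured by CellTiter-Glo luminescence, followed a 72 h incubation at 37 °C with pinned compounds in phenol-red-free DMEM containing 10% FBS.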
ATXN2 expr inh: Primary qHTS for Inhibitors of ATXN expression; HEK-293 ATXN2-luciferase reporter, luminescence, 24 h; Potency, µM (highest dose often 57 µM), for inactives: top-dose activity change, negative = inhibition, most hits filed as inhibitors; actives 0.72% (n = 360,000); AID 1745845, 2022; also: potency is read from the fitted curve at half-maximal effect; % is scaled to controls: 0 for no effect and ±100 for the full control effect; nearly all actives have a fitted effect of over 55% in size
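qHTS (up to 57 uM final) was run with 24 h compound exposure of reporter cells at 37 °C. Each well was multiplexed: SteadyGlo luminescence measured ATXN2-luciferase expression after a fluorogenic Gly-Phe-AFC viability readout (25 uM final).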
KB-V1 cytotox: qHTS assay for MDR1-selective chemotherapeutics: Primary screen using the drug-selected MDR subline cells KB-V1. KB-V1 MDR cells viability, CellTiter-Glo, 72 h. Potency, µM (doses to about 46.1 µM), inactives show at the top dose activity change, negative = cytotoxicity, hits mostly cytotoxic. actives 3.4% (n = 400,000). AID 1347076, 2019; also: potency is read from the fitted curve at half-maximal effect; % is scaled to controls: 0 for no effect and ±100 for the full control effect; nearly all actives have a fitted effect of over 60% in size
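KB-V1 cells (P-gp-expressing MDR subline of KB-3-1) in phenol-red-free DMEM with 10% FBS were exposed to library compounds over a concentration series for 72 h at 37 degrees C. Viability read by CellTiter-Glo luminescence; concentration-effect curves fitted after normalization.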
HT1080 IDH1KD tx: qHTS for induction of synthetic lethality in tumor cells producing 2HG: qHTS for the HT-1080-IDH1KD cell line. Potency, µM (doses to about 46.1 µM), for the others: top-dose activity, negative = toxicity, hits mostly cytotoxic. HT-1080 IDH1 knockdown viability, ATP luminescence, 48 h. actives 2% (n = 360,000). AID 686971, 2013;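 also: potency is read from the fitted curve at half-maximal effect; 0% = DMSO wells and -100% = cell-free medium wells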
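CellTiter-Glo luminescence after 48 h compound exposure at 37 degrees C of IDH1-knockdown HT-1080 cells in 5% FBS RPMI. %Activity scaled between DMSO wells and cell-free media wells, with curves fitted and assigned curve classes.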
HT1080-NT tox: qHTS for induction of synthetic lethality in tumor cells producing 2HG: qHTS for the HT-1080-NT fibrosarcoma cell line; HT-1080-NT fibrosarcoma viability, CellTiter-Glo ATP luminescence, 48 h; Potency, µM (titrated, usually from 46.1 µM), for inactives: at the highest dose activity, negative = less viability, hits mostly cytotoxic; actives 1.6% (n = 360,000); AID 686970, 2013;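 also: NT is the 2HG producing partner of a matched IDH1 knockdown line; potency is read from the fitted curve at half-maximal effect; 0% = DMSO-treated cells and -100% = media-only wells without cells; nearly all actives have a fitted effect of over 55% in size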
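A 48-hour cytotoxicity screen used HT-1080-NT cells plated 2 hours before compound delivery. ATP-based CellTiter-Glo luminescence measured viability, normalized to DMSO and no-cell controls.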
S2 tox: Viability Counterscreen for Primary qHTS for Inhibitors of ATXN expression; actives 0.49% (n = 400,000); Potency, µM (highest dose often 56.7 µM), usual class: cytotoxic; AID 651635, 2014; S2 cells (HEK-293 line with an ATXN2-luciferase reporter) viability, CellTiter-Fluor protease fluorescence, 24 h; also: potency is read from the fitted curve at half-maximal effect; nearly all actives have a fitted effect of over 40% in size
IL1B secr inh: qHTS for Inhibitors of Inflammasome Signaling: IL-1-beta AlphaLISA Primary Screen. THP-1 LPS/ATP IL-1B secretion, AlphaLISA, 16 h; active compounds read low. activity change, % at 57.5 µM. AID 743279, 2014. actives 4.7% (n = 360,000); in the data active = activity change below about -50%; inconclusive = mostly about -30% to -49%; also: % is scaled to controls: 0 for no effect and ±100 for the full control effect
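THP-1 cells pretreated 1 hr with compounds (up to 57.5 uM final), then stimulated with LPS (250 ng/mL final) plus ATP (1.25 mM final); secreted IL-1B measured by AlphaLISA after 16 hr, decreased signal indicating inhibition.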
MCF10A rerep: A quantitative high throughput screen for small molecules that induce DNA re-replication in MCF 10a normal breast cells; MCF 10A DNA re-replication, Hoechst nuclear intensity, 48 h; Potency, µM (series often up to 46.1 µM), inactives show top-dose activity, positive = re-replication, hits mostly activators; actives 2.9% (n = 350,000); also: potency is read from the fitted curve at half-maximal effect; % of control where 0% means no effect; nearly all actives have a fitted effect of over 50% in size
* marks the source's active call; other numbers are inactive results; i = inactive; ? = inconclusive; · = no result given; [ ] = remark or other dose. Unless noted, calls follow the shape of the dose curve; as a rule, active = well fitted curve in the direction sought with a large enough effect; inconclusive = small, poorly fitted or top-dose-only effect, or another doubt; inactive = no such curve, though single readings can be large; an effect the other way counts as inactive or inconclusive.

SMILES | SW480 rerep | KB-3-1 tox | ATXN2 expr inh | KB-V1 cytotox | HT1080 IDH1KD tx | HT1080-NT tox | S2 tox | IL1B secr inh | MCF10A rerep
Cc1ccc(S(=O)(=O)NN=CC2(c3ccccc3)CC2)cc1 | · | -4% | · | 1% | 4% | 12% | i | -16 | ·
C=CCN(C(=O)CCC(=O)Nc1cc(C)on1)C(C(=O)NC1CCCC1)c1ccc(CC)cc1 (configuration not stated) | 9% | 9% | -23% | ? | -20% | -10% | i | -9 | 8%
C/C=C(\C)CN1CCN(c2ccccc2F)CC1 | -2% | 15% | -6% | -7% | 13% | 13% | i | 6 | 4%
CCCCC1=CC2=C(c3ccco3)C(=O)C(C)(OC(=O)c3ccc(OC)cc3)C(=O)C2=CN1CC(C)C (configuration not stated) | ? | 26% | 6% | 10% | 8% | 23% | i | -4 | ?
CC(CSc1nc2ccccc2s1)Cn1c(N2CCCC2)nc2c1c(=O)[nH]c(=O)n2C (configuration not stated) | 0% | -8% | 4% | -14% | ? | -22% | i | -19 | 15%
O=c1c2cc(NC(=S)NC3CCN(Cc4ccccc4)CC3)ccc2nc2n1CCCCC2 | ? | -4% | 4% | 15% | 18µM* | ? | i | -14 | ?
COCCNC(=O)C(C)OC(=O)c1nsc(Cl)c1Cl (configuration not stated) | -19% | -11% | -18% | 4% | 7% | 0% | i | 29 | -2%
CN(/N=C/c1cc(Cl)cc(Cl)c1O)c1c(Cl)cccc1[N+](=O)[O-] | 19% | 9% | -3% | 9% | -18% | -21% | i | -4 | 2%
N#C/C(=C/c1ccc(Br)s1)C(=O)NCCc1c[nH]c2ccccc12 | ? | ? | 0% | ? | -12% | ? | i | ? | ?
CC(C)c1ccc(OCC(=O)NCC(c2ccc(Cl)cc2)N2CCOCC2)cc1 (configuration not stated) | · | -17% | -25% | 3% | · | · | ? | · | ·
CCOc1ccc(C(=O)c2oc3ccccc3c2NC(=O)c2cc(-c3ccc(Cl)cc3)on2)cc1 | · | 22% | -3% | ? | · | · | i | · | ·
CCOC(=O)Cc1csc(SCC(=O)NC2CCCCC2)n1 | 1% | -18% | · | -8% | -4% | -1% | i | 11 | 6%
Cc1ccc(C(C)NC(=O)C2CCCO2)cc1C (configuration not stated) | -1% | -12% | 8% | -28% | 11% | -1% | i | -13 | 5%
COc1ccc(-c2cc(C3CC3)nc3sc(C#N)c(N)c23)cc1 | 13µM* | -17% | -14% | 0% | -19% | -16% | i | -26 | 3.7µM*
S=C(Nc1ccccc1)N1CCn2c1nc1ccccc12 | ? | -9% | -6% | -2% | ? | 1.4µM* | i | 12 | -10%

Arranged by number of heavy atoms (high to low): part of the list above
SMILES | SW480 rerep | KB-3-1 tox | ATXN2 expr inh | KB-V1 cytotox | HT1080 IDH1KD tx | HT1080-NT tox | S2 tox | IL1B secr inh | MCF10A rerep
CCCCC1=CC2=C(c3ccco3)C(=O)C(C)(OC(=O)c3ccc(OC)cc3)C(=O)C2=CN1CC(C)C (configuration not stated) | ? | 26% | 6% | 10% | 8% | 23% | i | -4 | ?
CN(/N=C/c1cc(Cl)cc(Cl)c1O)c1c(Cl)cccc1[N+](=O)[O-] | 19% | 9% | -3% | 9% | -18% | -21% | i | -4 | 2%
Cc1ccc(S(=O)(=O)NN=CC2(c3ccccc3)CC2)cc1 | · | -4% | · | 1% | 4% | 12% | i | -16 | ·
C/C=C(\C)CN1CCN(c2ccccc2F)CC1 | -2% | 15% | -6% | -7% | 13% | 13% | i | 6 | 4%

Other compounds.
SMILES | SW480 rerep | KB-3-1 tox | ATXN2 expr inh | KB-V1 cytotox | HT1080 IDH1KD tx | HT1080-NT tox | S2 tox | IL1B secr inh | MCF10A rerep
C=CCN(Cc1nc(-c2ccccc2)no1)C(=O)c1ccoc1C | -1% | -1% | 15% | ? | 4% | -1% | i | -7 | 6%
COc1ccc(/C=N/NC(=O)c2ccn[nH]2)cc1CN1CCOCC1 | -7% | 8% | 17% | ? | 5% | 11% | i | 16 | -1%
COc1cccc(CNC(=O)C2=C(C)C(=O)OC23CCC(C)CC3)c1 (configuration not stated) | 2% | 0% | -22% | -21% | -8% | 3% | i | -16 | 3%
CCn1c(SCC(=O)N2CCN(c3ccccc3F)CC2)nnc1-c1ccoc1C | -3% | -8% | -12% | ? | -20% | 2% | i | 9 | ?
CC(Sc1ncn[nH]1)C(=O)Nc1ccc(Cl)cn1 (configuration not stated) | -31%[inhibitor] | 10% | 5% | 15% | 0% | 0% | i | -13 | 12%
C=CCn1c(CNc2ccc(C)cc2)nnc1SCC(=O)N/N=C/c1ccc(O)cc1 | 15% | 6% | 7% | 25% | 9% | 12% | i | 10 | 0%
COC(=O)[C@]1(Cc2ccccc2)N[C@H](CN(C)C(C)=O)[C@@H]2C(=O)N(C)C(=O)[C@@H]21 | ? | 17% | 4% | 14% | 12% | 9% | i | 37 | -4%
O=C(OCCCCN1C(=O)c2ccccc2C1=O)c1ccc(S(=O)(=O)N2CCCC2)cc1 | -5% | 10% | 1% | 10% | 14% | 16% | ? | 34 | -5%
Cc1cc(N2CCOCC2)nc2ccc(NC(=O)C3CCC(C)CC3)cc12 (configuration not stated) | ? | 0% | 16% | -2% | -1% | -2% | i | -12 | ?
CCOC(=O)c1cc(C#N)c(SC)nc1C | -8%[9.22 µM] | 6% | 2% | 12% | 6% | 2% | i | 21 | 0%
COC(=O)c1cccc(S(=O)(=O)N(Cc2ccco2)Cc2cc3cc(OC)c(OC)cc3[nH]c2=O)c1 | 0% | 12% | 4% | -29% | 3% | 6% | i | -4 | 3%
CC(C)OCCCNC(=O)CCCn1c(=O)[nH]c2ccsc2c1=O | · | -4% | 3% | ? | · | · | i | · | ·
CCOC(=O)c1c(NC(=O)CCCOc2ccc(Cl)cc2)sc2c1CCC2 | · | -7% | -5% | 1% | · | · | i | · | ·
CCCc1cc(=O)oc2cc(OCC(=O)Nc3ccc(CN4CCOCC4)cc3)c(Cl)cc12 | 20% | 1% | · | 3% | 0% | 3% | i | -4 | 1%
O=C(NC1CCCC1)c1cc(=O)[nH]c2ccccc12 | -12% | -17% | · | 17% | 1% | -3% | i | -2 | 0%
O=C(Nc1ccc(F)cc1)c1ccccc1NC(=O)C1CC=CCC1C(=O)O (configuration not stated) | -6% | 25% | 20% | ? | 4% | 15% | i | 31 | 0%
CC(=O)c1c(N2CCN(c3ccc(F)cc3)CC2)nc(=S)n(Cc2ccccc2)c1C | ? | 23µM* | -6% | ? | -25% | -18% | i | ? | ?
CCC(C)NC(=O)C1CCN(C(=O)COc2ccc3c4c(c(=O)oc3c2C)CCCC4)CC1 (configuration not stated) | ? | 11% | 2% | 17% | 9% | 7% | i | 0 | 1%
Nc1ncc(Br)cc1Br | -10% | 0% | 18% | -10% | ? | 2% | i | -12 | -1%
CCOc1cc(C(=O)Nc2cc(C)ccc2C)ccc1OCC(=O)N1CCCCC1 | 0% | -2% | -1% | -28% | 2% | -4% | i | -4 | 1%
NCCN=C1NS(=O)(=O)c2ccccc21 | 0% | 1% | 8% | 10% | 7% | 2% | i | -6 | 16%
Cc1cc(C)n(-c2nc3ccccc3nc2Nc2ccc3[nH]c(=O)[nH]c3c2)n1 | 0% | -6% | -20% | 26% | ? | ? | i | -13 | ?
COCCNC(=O)c1cc(-c2ccccc2)sc1N | · | 3% | · | ? | 16% | 4% | · | -11 | ·
O=c1ccc(S(=O)(=O)N2CCCC2)c[nH]1 | -7% | 1% | · | -7% | 1% | 9% | i | 10 | 1%
FC(F)(F)c1cccc(CC2CN(Cc3ccccc3)Cc3ccccc3N2c2cc(Cl)cc(Cl)c2)c1 (configuration not stated) | · | 20% | 11% | 0% | 16% | 13% | i | 23 | ·
COc1cccc(OC)c1C(=O)NC(C)CCc1ccccc1 (configuration not stated) | 12% | 0% | 7% | 2% | 2% | 6% | i | -9 | -3%
CC1=C(C(=O)Nc2ccccc2)C(c2cccc([N+](=O)[O-])c2)Nc2nc3ccccc3n21 (configuration not stated) | 13% | -22% | -17% | -5% | ? | 12%[9.24 µM] | i | 0 | 18%
Oc1ccc(Cc2ccc(Cl)cc2)c(O)c1 | 3% | -16% | 1% | ? | -14% | -28% | i | 3 | ?
Cc1cccc(NC(=O)CSC2=Nc3ccccc3C3=NC(CCC(=O)NCc4ccco4)C(=O)N23)c1 (configuration not stated) | · | 8% | 0% | ? | · | · | i | · | ·
O=C(Nc1ncc([N+](=O)[O-])s1)c1cccc([N+](=O)[O-])c1 | 1% | -4% | · | ? | -2% | -2% | i | 0 | 1%
COc1cccc(CNC(C)C(=O)Nc2ccc3c(c2)OCCO3)c1 (configuration not stated) | -1% | 1% | 2% | ? | -1% | 1% | i | -61* | 0%
CC(C)(C)OC(=O)NCCCC[C@H](NC(=O)c1nc[nH]c1C(=O)NCc1ccc(CNC(=O)OC(C)(C)C)cc1)C(=O)OC(C)(C)C | -5% | 0% | -11% | 24% | 0% | -18% | ? | -17 | 25%
COc1ccccc1C(=O)COC(=O)c1ccccc1OCC(=O)Nc1ccc(SC(F)F)cc1 | -1% | -11% | -16% | -6% | -15% | 0% | i | 23 | -1%
O=C(CSc1ncn[nH]1)Nc1nnc(-c2ccccc2)s1 | -1% | 0% | 3% | 1% | 1% | 0% | i | 13 | -3%
CCOCc1c(C(=O)OCC(=O)Nc2ccccc2C(N)=O)oc2ccccc12 | -2% | 0% | · | 1% | -7% | -3% | i | 22 | -1%

Assay outcomes deposited in PubChem by National Center for Advancing Translational Sciences (NCATS).
